NFkB transloc inh – blocks IL-1B driven NFkB nuclear translocation in HUVEC cells | actives 0.43% (n = 94,000) | inhibition, % at 2 µM | HUVEC IL-1B NFkB p65 nuclear translocation imaging;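 active = inhibition above about 30% together with a positive call from visual inspection of the well image, limit read from the data; inconclusive = inhibition above a set limit but visual check negative; inactive = inhibition not above a set limit, visual check negative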;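 note: nuclear over cytoplasmic p65 intensity ratio measured by imaging; 0% = IL-1B stimulated DMSO wells and 100% = unstimulated DMSO wells; values of inactives mirror those of a sister screen read the other way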
PLAP inhibition – inhibition of human placental alkaline phosphatase – biochemical, luminescence, HTS (AID 690); purified PLAP, luminescent substrate; higher % means a stronger effect; inhibition, % at 20 µM; hits with a dose series show IC50 in µM; actives 0.08% (n = 96,000); in the data active = a potency from the dose series; inactive = the rest, 99 in 100 with inhibition below about 30%; note: strong numbers were not always called active
IL1B NFkB pot – enhances IL-1B driven NFkB nuclear translocation | HUVEC IL-1B NFkB p65 nuclear translocation imaging | activation, % at 2 µM | actives 0.3% (n = 94,000) | AID 819;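 active = activation above 40%, about the mean plus 3 SD, also judged a hit on visual image review; inconclusive = activation above 40% but not a hit on visual review; inactive = activation not above 40% and no visual hit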;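 note: percent activation is computed from the nuclear over cytoplasmic p65 intensity ratio; values of inactives mirror those of a sister screen read the other way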
Bcl-B displacement – displacers of TR3 peptide from Bcl-B, primary screen, selectivity assay for Bfl-1 inhibitor project, biochemical, fluorescence polarization; actives 0.11% (n = 96,000); FP displacement of FITC-TR3 peptide from Bcl-B; higher % means a stronger effect; one-dose displacement, % at 20 µM; IC50 in µM for titrated hits; AID 748;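 active = displacement above 50% at 20 µM plus a fluorescence interference ratio under 1.5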;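 note: plate controls were wells without compound for no effect and wells lacking Bcl-B protein for full effect; a part of the inactive calls stands beside numbers as strong as those of hits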
MRP resist rev – compounds reversing MRP-mediated drug resistance; actives 0.04% (n = 85,000); H69AR cells + 2 uM doxorubicin, CellTiter-Glo, 72 h; differential viability (reversal), % at 10 µM;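 active = viability drop by adding the cancer drug above about 55%, with treated viability meeting a 40% cutoff, limit read from the data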;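 note: viability without doxorubicin minus viability with 2 µM doxorubicin for each compound; larger differential means the compound sensitizes cells more to doxorubicin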
MRP resist rev cytotoxicity – further read-out of MRP resist rev, marked with its call; viability, %; H69AR cells, CellTiter-Glo, 72 h; measured here: cytotoxicity without doxorubicin
MRP resist rev with doxorubicin – further read-out of MRP resist rev, marked with its call; viability, %; measured here: viability with 2 uM doxorubicin; hits give low values
NFkB transloc inh cell count 2 µM – second read-out of NFkB transloc inh, no call of its own (marks repeat the call); cell count; measured here: cells passing quality filter;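 raw number of nuclei counted in each imaged well without normalization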
IL1B NFkB pot cell count 2 µM – further read-out of IL1B NFkB pot, marked with its call; cell count; measured here: cells passing quality filter
The depositor's hits bear a star; u = inconclusive; x = not tested or not shown. Only part of the results is shown. The share of hits here may be higher or lower than overall.

SMILES | NFkB transloc inh | NFkB transloc inh cell count 2 µM | PLAP inhibition | IL1B NFkB pot | IL1B NFkB pot cell count 2 µM | Bcl-B displacement | MRP resist rev | MRP resist rev cytotoxicity | MRP resist rev with doxorubicin
CCOC(=O)c1sc(NC(=O)CSc2nc(-c3ccco3)cc(C(F)(F)F)n2)c(C(=O)OC)c1C | -6 | 169 | -14% | 6 | 169 | -11% | x | x | x
O=C(Nc1cnccn1)C1c2ccccc2Oc2ccccc21 | 8 | 89 | 9% | -8 | 89 | -1% | 2 | 101 | 99
O=C(Nc1nccs1)C1CCCN(S(=O)(=O)c2cccnc2)C1 (configuration not stated) | 2 | 168 | -7% | -2 | 168 | -18% | -3 | 86 | 88
CC(Nc1ccc(Cl)cc1)c1cc(Cl)ccc1O (configuration not stated) | -9 | 146 | x | 9 | 146 | x | -48 | 39 | 87
O=C1CCC(c2ccccc2)N1C(=O)c1cccnc1 (configuration not stated) | -7 | 110 | x | 7 | 110 | x | -11 | 84 | 95
O=C(COC(=O)c1ccc(S(=O)(=O)NCc2ccco2)cc1)NCC1CCCCC1 | 10 | 148 | 9% | -10 | 148 | x | x | x | x
CCCS(=O)(=O)N1CCC(C(=O)NCC2CCCO2)CC1 (configuration not stated) | 2 | 159 | -2% | -2 | 159 | 0% | -9 | 96 | 105
CN(C)S(=O)(=O)c1ccc(NC(=O)c2ccccn2)cc1 | 3 | 150 | -13% | -3 | 150 | 1% | 4 | 93 | 89
CC(C)(C)NC(=O)CSc1nccn1Cc1ccccc1 | 1 | 95 | 4% | -1 | 95 | -16% | -4 | 102 | 105
CCn1c(-c2ccc([N+](=O)[O-])cc2)n[nH]c1=S | 1 | 137 | 22% | -1 | 137 | -6% | x | x | x
CCOC(=O)CCSc1nc(C)c2cc(C)c(C)cc2n1 | -4 | 182 | x | 4 | 182 | x | -1 | 82 | 83
O=C(c1cccc(Cl)c1)c1nn(-c2ccccc2)c(=O)cc1C(F)(F)F | -12 | 129 | 6% | 12 | 129 | -2% | x | x | x
COc1ccc(NC(=S)N2C3CCC2CC(NC(=O)NC24CC5CC(CC(C5)C2)C4)C3)c(OC)c1 (configuration not stated) | 7 | 119 | -150% | -7 | 119 | -3% | x | x | x
O=C1C2C3C=CC(C2C(=O)N1C1CCCCC1)C1C(=O)N(C2CCCCC2)C(=O)C31 (configuration not stated) | 25 | 66 | -50% | -25 | 66 | 6% | 8 | 104 | 97
Cc1nn(C)c(C)c1/C=N/NC(=O)c1csc2ccccc12 | -2 | 129 | 7% | 2 | 129 | 6% | x | x | x
CC1(C)CC(=O)C2=C(C1)N(Cc1ccco1)C(=O)C2(NC(=O)C1CCCCC1)C(F)(F)F (configuration not stated) | -7 | 76 | -46% | 7 | 76 | -1% | -7 | 75 | 83
Cc1ccc(C)c(NC(=S)NNC(=O)c2csc(C(C)C)c2)c1 | -9 | 90 | x | 9 | 90 | x | -14 | 53 | 68
CCNc1nc(OC)nc(Oc2ccc(=O)n(-c3ccccc3)n2)n1 | -24 | 195 | 12% | 24 | 195 | -10% | 10 | 98 | 88
Cc1ccc(-c2nn(Cc3ccccc3)cc2/C=C/C(=O)O)cc1C | -12 | 129 | -50% | 12 | 129 | -7% | -3 | 75 | 78
CCC(C)(C(=O)NC1CCCCC1)N(CC1CCCO1)C(=O)c1ccccn1 (configuration not stated) | 11 | 155 | -35% | -11 | 155 | -4% | -16 | 87 | 103
Cc1ccc(C(O)c2ccncc2)cc1 (configuration not stated) | -8 | 156 | 5% | 8 | 156 | 2% | x | x | x
COc1ccccc1Oc1ccc2c(c1)C(=O)N(c1ccc(O)cc1)C2=O | x | x | 28% | x | x | -1% | 5 | 97 | 92
Nc1ccc2oc(=O)c3ccccc3c2c1 | -2 | 185 | -7% | 2 | 185 | -6% | -7 | 82 | 89
Cc1nnc(SCC(=O)Nc2ccc(Cl)cn2)n1Cc1ccccc1 | 8 | 87 | 17% | -8 | 87 | 2% | 12 | 87 | 75
Cc1cccc(N(CC(=O)N2CCCC2)S(=O)(=O)c2ccccc2)c1C | -13 | 138 | -34% | 13 | 138 | -7% | 18 | 88 | 71

Next section
SMILES | NFkB transloc inh | NFkB transloc inh cell count 2 µM | PLAP inhibition | IL1B NFkB pot | IL1B NFkB pot cell count 2 µM | Bcl-B displacement | MRP resist rev | MRP resist rev cytotoxicity | MRP resist rev with doxorubicin
CCn1c(SCC(=O)c2ccc(CNC(C)=O)o2)nnc1-c1cccs1 | -10 | 149 | -18% | 10 | 149 | -5% | -6 | 101 | 107
COCCNC(=O)Cn1nc(C(F)(F)F)cc1C | x | x | -4% | x | x | 2% | -1 | 95 | 96
CCOc1ccc2nc(NC(=O)Cn3cnc4c3c(=O)n(C)c(=O)n4C)sc2c1 | x | x | -3% | x | x | -8% | 6 | 91 | 86
C=CCc1cc(/C=N/NC(=O)CSc2nnc(CCCc3ccc(OC)cc3)o2)cc(OC)c1O | -9 | 157 | 12% | 9 | 157 | -22% | x | x | x
CCCC(=O)NC(Nc1ccc(S(=O)(=O)Nc2cc(C)on2)cc1)(C(F)(F)F)C(F)(F)F | -28 | 129 | x | 28 | 129 | x | 13 | 109 | 96
COCC(=O)Nc1sc2c(c1C(=O)OC)C(C(=O)OC)CC2 (configuration not stated) | -7 | 118 | -10% | 7 | 118 | 6% | 4 | 83 | 79
CC(=O)Nc1ccc(S(=O)(=O)NCCSCc2c(Cl)cccc2Cl)cc1 | 3 | 100 | -3% | -3 | 100 | -2% | x | x | x
COc1ccc(NC(=S)N2CCC(c3nc4ccccc4[nH]3)CC2)c(OC)c1 | x | x | -26% | x | x | 5% | x | x | x
CC(C)CCN(C)c1ccc(/C=N/n2cnnc2)cc1 | 11 | 151 | -8% | -11 | 151 | -4% | 2 | 92 | 91
CC(/C=C(\NC(=O)c1ccccc1)C(=O)N=Nc1c(O)[nH]c2ccc(C)cc12)=C\c1ccccc1 | 4 | 143 | -25% | -4 | 143 | 8% | x | x | x
O=C(NCCC(=O)N1CCN(c2ncccn2)CC1)c1ccccc1 | 11 | 49 | -4% | -11 | 49 | -1% | -7 | 97 | 104
CCOc1ccc(N2CC(C(=O)Nc3ccc(S(=O)(=O)N4CCOCC4)cc3)CC2=O)cc1 (configuration not stated) | 7 | 105 | -74% | -7 | 105 | 2% | -5 | 74 | 79
CC1(C)Cc2nc3sc(C(=O)NCCO)c(N)c3cc2CO1 | -43 | 121 | x | u | x | x | -9 | 76 | 85
O=C(Nc1ccc(Cn2cccn2)cc1)c1ccc(COc2ccc(Br)cc2)cc1 | -12 | 157 | -17% | 12 | 157 | -12% | x | x | x
CCOC(=O)c1c(C)[nH]c(C(=O)CSc2nnnn2-c2ccc(C)cc2)c1C | -14 | 130 | -22% | 14 | 130 | -13% | 0 | 95 | 95
CCCC(C)C(=O)Nc1cccc(NC(C)=O)c1 (configuration not stated) | 13 | 117 | -1% | -13 | 117 | -2% | -8 | 98 | 106
O=C(Nc1nc(-c2ccco2)c(-c2ccco2)s1)C1CC(=O)N(c2ccc3c(c2)OCCO3)C1 (configuration not stated) | x | x | -46% | x | x | 38% | 0 | 65 | 65
O=C(CCc1ccccc1)NNC(=O)C12CC3CC(CC(C3)C1)C2 | -10 | 98 | -47% | 10 | 98 | -11% | x | x | x
CCc1ccc(Nc2cc(=O)n(C3CCCCC3)c(=O)[nH]2)cc1 | 2 | 95 | 4% | -2 | 95 | -4% | -27 | 16 | 43
Cc1cc(=O)n2c(nc3ccccc32)[nH]1 | -2 | 83 | x | 2 | 83 | x | -13 | 79 | 91
CCOC(=O)c1cccc(N2C(=O)C3C(C(=O)NC4CC4)C4(C)C=CC3(O4)C2C(=O)NC(C)(C)C)c1 (configuration not stated) | -1 | 157 | -29% | 1 | 157 | -3% | -3 | 100 | 102
COc1ccc(C(=O)Nc2nc(-c3cccs3)c(NC(C)=O)s2)cc1 | -23 | 104 | x | 23 | 104 | x | -20 | 74 | 94
CCn1c(SCC(=O)Nc2cccc(F)c2)nc2c(c1=O)SC(C)C2 (configuration not stated) | -18 | 46 | x | 18 | 46 | x | x | x | x
CCCn1nnnc1SCC(=O)NNC(=O)C1CCCCC1 | -4 | 127 | -52% | 4 | 127 | 4% | x | x | x
CCOC(=O)c1c(C)[nH]c(C(=O)COC(=O)CSC)c1C | 0 | 158 | 15% | 1 | 158 | -6% | 1 | 88 | 87

Other compounds:
SMILES | NFkB transloc inh | NFkB transloc inh cell count 2 µM | PLAP inhibition | IL1B NFkB pot | IL1B NFkB pot cell count 2 µM | Bcl-B displacement | MRP resist rev | MRP resist rev cytotoxicity | MRP resist rev with doxorubicin
CCOC(=O)N1CCN(C(=O)C(NC(=O)c2ccc(CC)cc2)C(C)C)CC1 (configuration not stated) | -12 | 107 | -35% | 12 | 107 | 6% | -4 | 84 | 89
COc1ccc(OC)c(NC(=O)C23CCC(C)(C(=O)C2)C3(C)C)c1 (configuration not stated) | 5 | 171 | -38% | -5 | 171 | 3% | -16 | 75 | 91
c1ccc(N(c2ccccc2)c2nc(N3CCOCC3)nc(N3CCOCC3)n2)cc1 | x | x | -9% | x | x | 11% | -26 | 52 | 78
CC(C)NS(=O)(=O)c1ccc(CCC(=O)Nc2cc(Cl)ccc2Oc2ccccc2)cc1 | 21 | 142 | -41% | -21 | 142 | -6% | x | x | x
CS(=O)(=O)Nc1ccc(C(=O)N2CCCC2)cc1 | -6 | 195 | 7% | 6 | 195 | 3% | 5 | 89 | 84
CC(C)c1cc(CN2CCN(CCC#N)CC2)cc(C(C)C)c1O | -10 | 160 | 6% | 10 | 160 | -4% | -11 | 99 | 110
Cc1c(C(=O)N2CCOCC2)sc2nc(-c3ccccc3)cn12 | 6 | 192 | 9% | -6 | 192 | 13% | 20 | 96 | 76
COC(=O)c1cccc(CSc2nnc(C)s2)c1 | 5 | 201 | 2% | -5 | 201 | 10% | 5 | 90 | 84
C=CCn1c(C)cc(C(=O)CSc2nnc(NCc3ccccc3)s2)c1C | 11 | 78 | x | -11 | 78 | -25% | -36 | 25 | 61
COc1cccc(C(C)NC(=O)Nc2cccc(C(F)(F)F)c2)c1 (configuration not stated) | -3 | 135 | 15% | 3 | 135 | -11% | x | x | x
Cc1ccc2[nH]c3c(=O)n(CCC4=CCCCC4)cnc3c2c1 | -10 | 132 | -6% | 10 | 132 | -22% | 10 | 85 | 75
C=CCNC(=O)c1ccc(Cn2c(=S)[nH]c3cc4c(cc3c2=O)OCO4)cc1 | 15 | 173 | 21% | -15 | 173 | -11% | 0 | 93 | 93
COc1ccc(C(=O)Nc2c3c(nn2-c2cccc(Cl)c2)CS(=O)C3)cc1 (configuration not stated) | -17 | 107 | -11% | 17 | 107 | 16% | 0 | 85 | 84
CCOC(=O)NC(NCc1ccccc1Cl)(C(F)(F)F)C(F)(F)F | 5 | 151 | 6% | -5 | 151 | -8% | x | x | x
COc1ccc(-c2cc(C(F)(F)F)nc(SCC(=O)Nc3cc(C)on3)n2)cc1 | u | x | 3% | -36 | 109 | -4% | -16 | 46 | 63
O=C(NCCSc1ccccc1)c1cccnc1 | -1 | 105 | 8% | 1 | 105 | 0% | 1 | 100 | 99
O=C(Nc1cccc(NC(=O)c2ccc(-c3ccc(Br)cc3)o2)c1)c1ccccc1 | 16 | 180 | 16% | -16 | 180 | -6% | -5 | 55 | 60
O=C(CCN1CCCCC1)Nn1c(=S)[nH]c2ccccc2c1=O | 11 | 113 | -15% | -11 | 113 | 12% | 0 | 95 | 95

Compounds listed so far containing a tert-butyl group (2):
SMILES | NFkB transloc inh | NFkB transloc inh cell count 2 µM | PLAP inhibition | IL1B NFkB pot | IL1B NFkB pot cell count 2 µM | Bcl-B displacement | MRP resist rev | MRP resist rev cytotoxicity | MRP resist rev with doxorubicin
CC(C)(C)NC(=O)CSc1nccn1Cc1ccccc1 | 1 | 95 | 4% | -1 | 95 | -16% | -4 | 102 | 105
CCOC(=O)c1cccc(N2C(=O)C3C(C(=O)NC4CC4)C4(C)C=CC3(O4)C2C(=O)NC(C)(C)C)c1 (configuration not stated) | -1 | 157 | -29% | 1 | 157 | -3% | -3 | 100 | 102
